Screening results: PubChem BioAssay, several laboratories
FXIIa inh: factor XIIa (human) inhibition; purified FXIIa, Boc-QGR-AMC fluorogenic substrate, 2 h; P00748; 220,000 tested, 0.3% active; inhibition, % at 5 µM; in the data active = inhibition above about 40%;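 note: 0% = enzyme with no compound and 100% = blank without enzyme; many of its hits are not listed in these tables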
m-calpain inh: inhibitors of pig calpain II | 220,000 tested, 0.37% active | purified calpain II, fluorogenic peptide substrate, 30 min | inhibition, % at 16 µM;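 active = inhibition above about 50%, limit read from the data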
FXIa inh 1536: factor XIa (human) inhibition | P03951 | purified FXIa, Boc-Glu-Ala-Arg-AMC fluorogenic substrate | inhibition, % at 5 µM | 220,000 tested, 0.14% active;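 active = inhibition of at least 40%; inactive = inhibition below 40%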;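 note: fluorescence of freed AMC excited at 355 nm; 0% = enzyme without compound and 100% = no enzyme blank; many of its hits are not listed in these tables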
KCC2 mod: KCC2 (human) Cl- transport modulation; B-score of Tl+ flux slope (higher = more flux/activation; lower = inhibition) at 10 µM; AID 1456; Q9H2X9; 190,000 tested, 2.2% active; KCC2 cells, thallium flux FluoZin-2 fluorescence;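 active = thallium flux slope and its plate-corrected score both differing from the plate sample mean at a set confidence after two filtering rounds, in either direction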;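 note: slope of fluorescence scaled to starting intensity during 10 to 20 s after thallium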
PERK inh: blocks human PERK kinase. inhibition, % at 5.6 µM. CHO PERK-DD fusion, SEAP luminescence translation reporter. AID 1416. 220,000 tested, 0.17% active;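 active = inhibition above the mean inhibition of all tested compounds plus 3 SD, set separately per screening campaign, cut at about 2.9% in these data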;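 note: PERK kinase domain activated by AP20187 dimerizer at 100 nM; 0% = DMSO with dimerizer and 100% = rapamycin at 8.4 µM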
Target sequence (Q9NZJ5 whole entry, looked up, the tested form may be a part): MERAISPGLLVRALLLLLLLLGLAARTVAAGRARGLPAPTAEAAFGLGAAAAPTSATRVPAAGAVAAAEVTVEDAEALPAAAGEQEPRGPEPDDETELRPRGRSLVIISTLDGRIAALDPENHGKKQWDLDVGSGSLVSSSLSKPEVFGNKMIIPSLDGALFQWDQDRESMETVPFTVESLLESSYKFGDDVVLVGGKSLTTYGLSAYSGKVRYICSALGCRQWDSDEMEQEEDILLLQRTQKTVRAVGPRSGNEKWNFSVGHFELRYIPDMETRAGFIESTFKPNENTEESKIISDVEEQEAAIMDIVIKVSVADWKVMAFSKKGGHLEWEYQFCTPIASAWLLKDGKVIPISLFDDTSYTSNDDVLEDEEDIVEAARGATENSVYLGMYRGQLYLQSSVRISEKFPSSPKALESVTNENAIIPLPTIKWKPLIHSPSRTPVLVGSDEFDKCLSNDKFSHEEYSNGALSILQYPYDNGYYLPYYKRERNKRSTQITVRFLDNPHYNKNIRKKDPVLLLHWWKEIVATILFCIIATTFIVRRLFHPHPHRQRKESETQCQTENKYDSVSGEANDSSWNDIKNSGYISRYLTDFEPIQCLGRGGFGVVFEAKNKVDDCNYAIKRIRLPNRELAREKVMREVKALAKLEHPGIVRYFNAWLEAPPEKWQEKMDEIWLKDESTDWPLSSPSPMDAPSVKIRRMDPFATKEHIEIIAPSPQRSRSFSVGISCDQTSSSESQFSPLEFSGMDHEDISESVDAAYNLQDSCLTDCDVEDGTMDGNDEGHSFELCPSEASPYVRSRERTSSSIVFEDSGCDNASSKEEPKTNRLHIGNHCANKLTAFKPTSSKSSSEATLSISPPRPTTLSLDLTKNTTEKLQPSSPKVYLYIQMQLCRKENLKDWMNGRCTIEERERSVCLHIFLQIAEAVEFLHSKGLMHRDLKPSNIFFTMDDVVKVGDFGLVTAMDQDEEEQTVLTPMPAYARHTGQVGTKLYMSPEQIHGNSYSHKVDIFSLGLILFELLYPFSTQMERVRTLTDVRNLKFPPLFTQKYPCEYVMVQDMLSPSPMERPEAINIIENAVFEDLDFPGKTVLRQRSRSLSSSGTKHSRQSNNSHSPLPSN
Rad51 HR inh: blocks human Rad51 in homologous recombination. Q06609. hRad51 DNA strand exchange, fluorescence dequenching. inhibition, % at 10 µM. 200,000 tested, 0.085% active;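 active = inhibition above 40% at the single screening dose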;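 note: 0% = DMSO control wells and 100% = blanks with heterologous ssDNA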
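System: hRad51 filaments on single-stranded DNA; reagent: Fluorescein- and BHQ1-tagged 47-mer duplex; compound dosing: one concentration, 10 µM final; timing: filaments 15 min 37 °C, then compound 30 min; measured by: fluorescein emission 520 nm, excitation 485 nm; benchmarks: per-plate controls and blanks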
hK5 inh: kallikrein 5 (human) inhibition | inhibition, % at 5 µM | recombinant hK5, fluorogenic AMC substrate cleavage | Q9Y337 | 210,000 tested, 0.59% active;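 active = inhibition of 40% or more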;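 note: 0% = enzyme controls without compound and 100% = no-enzyme blanks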
thrombin 1536: inhibitors of human thrombin; P00734; alpha-thrombin, Boc-VPR-AMC fluorogenic substrate cleavage; inhibition, % at 5 µM; 220,000 tested, 0.26% active; AID 1046;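 active = inhibition at or above 40%; inactive = inhibition below 40%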;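 note: 0% = enzyme with no compound and 100% = wells without enzyme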
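System: Human alpha-thrombin protein | Medium: pH 7.5 Tris (50 mM) with NaCl 150 mM, Tween 20 0.05% | Times: Enzyme reaction carried out at room temperature | Detection: AMC fluorescence, 355/460 nm | Evaluation: Percent inhibition scaled between no-compound controls and no-enzyme blanks | Benchmarks: Enzyme without compound as high, wells lacking enzyme as low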
Furin inhibitor: blocks human furin protease activity | purified furin, fluorogenic substrate cleavage | inhibition, % at 30 µM | 220,000 tested, 0.061% active | AID 463115; in the data active = inhibition above about 25%; note: inactives centre near -15
* = called active by the depositor; i = inactive; . = no result given; [ ] = dose if it differs, or a comment. Not all compounds are listed; rates above refer to the full screens.

SMILES	FXIIa inh	m-calpain inh	FXIa inh 1536	KCC2 mod	PERK inh	Rad51 HR inh	hK5 inh	thrombin 1536	Furin inhibitor
O=C(COC(=O)c1cc(S(=O)(=O)NCc2ccccc2)ccc1O)c1cc2ccccc2o1	6	24	-8	-1.8	-0.1	-7	-6	2	-17
CC(=O)NC1=NC(=O)C(C)S1 (centres undefined)	16	-5	1	1.4	-0.7	-6	-21	2	-8[20 µM]
Cc1c(-c2nc(N)nc(Nc3ccccc3)n2)oc2ccccc12	10	-99	-1	-0.36	-0.6	-1	0	0	-21
Cc1ccc(C(=O)Nc2cc([N+](=O)[O-])ccc2C)cc1	4	-10	-5	-0.24	-0.4	1	-11	-3	-31
CC(C)CN1C(=O)C(=O)N(CC(=O)NCc2ccc3c(c2)OCO3)C1=O	7	-18	-8	-0.019	0.9	.	-17	2	-10[20 µM]
CC1=NN(C(=O)c2cccnc2)C(O)(C(F)(F)F)C1 (centres undefined)	2	-25	-4	0.025	0.2	21	-8	-1	-26
Cc1nn2c3ccccc3nc2n(C)c1=O	10	1	3	0.9	1.1	8	6	4	-5
O=C(NNc1ncnc2ccccc12)c1cccc(Cl)c1	10	0	3	-0.18	-0.5	14	3	-1	-19
COC(=O)C(NC(=O)c1ccccc1)=C1C=C(C)OC(C)=C1	30	25	12	.	0.3	-3	38	33	8
CCSc1nnc(NC(=O)CN(C)S(=O)(=O)c2ccc(F)cc2)s1	19	29	17	-0.89	-0.6	5	-30	-7	-15
Cc1nnc(SCC(=O)NCc2cccs2)n1-c1ccccc1	3	20	2	0.51	-0.2	-5	-7	0	-15[20 µM]
O=C(CN1c2cccc3cccc(c23)S1(=O)=O)Nc1cccc(S(=O)(=O)N2CCOCC2)c1	0	-5	-5	-0.021	-0.2	-13	-14	-9	-26

The closing 2 entries of the part before are carried over, then new ones follow:
SMILES	FXIIa inh	m-calpain inh	FXIa inh 1536	KCC2 mod	PERK inh	Rad51 HR inh	hK5 inh	thrombin 1536	Furin inhibitor
Cc1nnc(SCC(=O)NCc2cccs2)n1-c1ccccc1	3	20	2	0.51	-0.2	-5	-7	0	-15[20 µM]
O=C(CN1c2cccc3cccc(c23)S1(=O)=O)Nc1cccc(S(=O)(=O)N2CCOCC2)c1	0	-5	-5	-0.021	-0.2	-13	-14	-9	-26
CC(Nc1ccccc1)c1cccnc1 (centres undefined)	4	-25	-1	-0.08	2.5	7	0	-1	-10
CCOC(=O)c1c(NC(=O)c2ccoc2C)sc2c1CCC2	18	-439	-5	0.75	-0.6	-3	-19	-3	-25[20 µM]
CN(C)c1ccc(C(c2nnnn2CCOC(=O)Nc2ccc(Cl)cc2)N2CCOCC2)cc1 (centres undefined)	12	-11	-5	-2.1	-0.2	2	-1	-2	-23
CCOC(=O)C1CCCNC1=O (centres undefined)	3	-11	0	-0.41	2.0	-23	-2	-7	-10
Cc1ccc([N+](=O)[O-])c(OCCN2CCCCCC2)c1	7	-2	-2	0.74	-0.1	.	-6	14	-15
CCCCC(=O)Nc1ccc(NC(=S)NC(=O)c2cccs2)cc1OC	5	36	-6	2.8	-1.3	-5	-2	-6	-7
CCOCCCNC(=O)C(c1ccc(Cl)cc1)N(Cc1cccs1)C(=O)CNC(C)=O (centres undefined)	-1	16	-6	0.6	-0.2	16	-8	-5	-5
CCOc1ccc(C(=O)CCc2nc3ccccc3s2)cc1	-9	8	-5	.	0.2	0	1	-4	-7
O=C(c1csc2c1CCCC2)N1CCN(c2ncccn2)CC1	4	38	-3	-2	-1.0	-16	-9	0	-16[20 µM]
O=C(CCc1nc2ccccc2[nH]c1=O)OCC(=O)N1CCc2ccccc21	16	21	10	-1	-0.1	-3	3	1	-4
CCOc1ccc(NC(=O)N2CCC(C(=O)c3ccc(F)cc3)CC2)cc1	11	0	5	-0.95	-0.5	-4	6	0	-1[20 µM]
CN(C)C(=O)CSc1nnc(Cc2ccccc2)n1Cc1ccco1	16	-17	7	-0.049	0.7	2	-7	2	-22[20 µM]

Continued, starting with the last 5 of the part before.
SMILES	FXIIa inh	m-calpain inh	FXIa inh 1536	KCC2 mod	PERK inh	Rad51 HR inh	hK5 inh	thrombin 1536	Furin inhibitor
CCOc1ccc(C(=O)CCc2nc3ccccc3s2)cc1	-9	8	-5	.	0.2	0	1	-4	-7
O=C(c1csc2c1CCCC2)N1CCN(c2ncccn2)CC1	4	38	-3	-2	-1.0	-16	-9	0	-16[20 µM]
O=C(CCc1nc2ccccc2[nH]c1=O)OCC(=O)N1CCc2ccccc21	16	21	10	-1	-0.1	-3	3	1	-4
CCOc1ccc(NC(=O)N2CCC(C(=O)c3ccc(F)cc3)CC2)cc1	11	0	5	-0.95	-0.5	-4	6	0	-1[20 µM]
CN(C)C(=O)CSc1nnc(Cc2ccccc2)n1Cc1ccco1	16	-17	7	-0.049	0.7	2	-7	2	-22[20 µM]
CC(Sc1nc(-c2ccccc2)cs1)C(=O)Nc1ccc(Cl)cn1 (centres undefined)	1	14	6	1	1.7	-4	-3	1	-20
CC(C)N(Cc1nc(-c2ccccc2)no1)C(=O)c1ccc2c(c1)OCO2	11	-14	-4	0.025	-0.7	4	-13	2	-26[20 µM]
NC(=O)NC(=O)COC(=O)c1sc2ccccc2c1Cl	4	-15	-5	1.2	0.0	-3	-2	-1	-5
CCCCS(=O)Cc1ccccc1 (centres undefined)	11	-11	1	-0.037	0.9	0	-4	-4	-15[20 µM]
Cc1cc(CN2C(=O)c3ccccc3C2=O)on1	19	6	2	.	-0.1	4	5	1	0[20 µM]
COc1cc2c(cc1NC(=O)/C=C/c1cc(OC)c(OC)c(OC)c1)oc1ccccc12	1	-84	1	0.17	-0.7	7	9	-11	-4
Cc1cc(C)c2c(n1)nn1c(C)c(CCC(=O)NCc3ccco3)c(C)nc21	2	-498	-6	-0.91	0.9	-4	-68	-10	-30
CC(=O)Nc1cccc2c1C(=O)N(c1ccccc1OC(C)=O)C2=O	18	21	8	-0.74	-1.1	1	8	12	-2
CCOc1ccc(-n2cc(-c3ccc(OC)c(OC)c3)[nH]c2=S)cc1	4	-37	-8	1.5	-0.8	-1	-7	-7	-21
Cc1ccc(N=C(c2cccs2)N2CCOCC2)cc1	15	15	2	0.6	2.3	-1	-14	5	-24
CCOC(=O)C(=O)Nc1nnc(Cc2ccc(OC)c(OC)c2)s1	11	-17	3	-0.51	0.1	6	-8	-1	-7[20 µM]
COc1ccc(/C(C)=N/N=C(\C)c2ccc(OC)cc2OC)c(OC)c1	9	18	6	-0.15	1.1	6	1	0	-7

Single values from the list:
hK5 inh, Cc1ccc(N=C(c2cccs2)N2CCOCC2)cc1 : -14
thrombin 1536, CC(Sc1nc(-c2ccccc2)cs1)C(=O)Nc1ccc(Cl)cn1 (centres undefined) : 1
thrombin 1536, CC(=O)Nc1cccc2c1C(=O)N(c1ccccc1OC(C)=O)C2=O : 12

Other entries
SMILES	FXIIa inh	m-calpain inh	FXIa inh 1536	KCC2 mod	PERK inh	Rad51 HR inh	hK5 inh	thrombin 1536	Furin inhibitor
O=C(CCCn1c(=O)oc2ccccc21)N1CCc2ccccc2C1	1	10	-6	.	-1.0	-5	1	-6	-14
Cc1cc(Cl)ccc1NNC(=O)c1cccs1	5	4	4	0.00012	0.9	17	-3	3	-12
COc1ccc(CC(=O)NCCc2ccc(Cl)cc2Cl)cc1	2	26	-3	-0.14	-0.1	25	-11	0	-8
O=C(CN1CCC(n2nnc3cc(F)ccc32)CC1)NCc1ccco1	30	-32	20	-0.12	-0.5	-9	-1	7	-24
Cc1[nH]c2ccccc2c1C(=O)COC(=O)C1CCC(=O)N1 (centres undefined)	17	21	9	0.74	2.0	-1	-15	-3	-20
N#Cc1c(Cl)cccc1N1CCCC1	5	-24	3	.	2.1	19	1	-4	-12
COc1ccc(N(CC(=O)NCCSc2ccccn2)S(C)(=O)=O)cc1Cl	-6	0	-5	.	0.4	-6	10	-4	-34
CC(C)(C)c1ccc(/C=N/NC(=S)NCc2ccccc2)cc1	7	-16	4	0.65	0.9	-17	-9	-8	-19
COc1cccc(C(CC(=O)NCC2CCCO2)NS(=O)(=O)c2ccc(C)cc2)c1OC (centres undefined)	7	-16	-8	0.82	-0.3	7	1	-5	-15
Cc1cccc2c(Cl)cc(=O)[nH]c12	13	0	7	-0.38	-0.1	-11	-8	2	1[20 µM]
O=C(Cn1cc(CCO)nn1)N1CCNCC1	12	-5	3	0.11	1.2	13	5	3	-22
COc1cccc(OCc2nc(-c3ccc(Br)o3)no2)c1	5	8	-6	.	0.3	1	-5	-9	-14
CC(Oc1ccc(Cl)cc1)C(=O)NNC(=S)NC(=O)c1ccco1 (centres undefined)	7	4	6	26*	0.8	9	-166	-9	-8
COc1ccc(Cl)cc1NC(=O)C1CCCO1 (centres undefined)	4	-45	5	-0.0028	1.2	2	-16	-5	-23
CN(CC(=O)Nn1cnnc1)S(=O)(=O)c1cc(Cl)ccc1Cl	7	-12	6	-0.58	1.2	2	5	-2	-20[20 µM]
O=C1c2ccccc2NC(c2ccncc2)N1c1ccccn1 (centres undefined)	-5	i	-13	-0.46	0.0	3	-7	-9	-25
COc1ccc(C(=O)NNC2=NC(C)(C)Cc3cc(C)c(C)cc32)cc1	16	-10	6	.	0.0	.	-96	3	-17[20 µM]
COc1ccc(Nc2c3c(nc4c(-c5ccccc5)c(C)nn24)CCC3)cc1	0	-181	-1	0.15	0.3	-5	-8	-7	-24
CCN(CC)S(=O)(=O)c1ccc(-c2nnc(SC)o2)cc1	6	-41	-2	.	-0.4	4	0	0	-29[20 µM]
CC(C)COC(=O)c1nnsc1NC(=O)Nc1ccccc1	7	-21	-1	-0.46	0.5	-2	-19	-4	-22[20 µM]
CCN(CC)CC(=O)N1N=C(c2cccs2)CC1c1ccco1 (centres undefined)	21	-21	10	0.19	0.7	4	-13	4	-20[20 µM]
Cc1ccc(NC2OC(C(O)CO)C(O)C2O)cc1[N+](=O)[O-] (centres undefined)	6	15	-1	1	0.6	7	-9	1	-20[20 µM]
Cc1ccc(/C=N/Nc2ccc(C(=O)O)cc2)o1	17	3	4	-0.41	1.3	22	6	11	-3
O=C(c1ccc(-n2cnnn2)cc1)N1CCN(C(c2ccccc2)c2ccccc2)CC1	27	-4	18	.	-0.8	6	-4	2	-17
